IMPase inh = qHTS Assay for Identifying the Cell-Membrane Permeable IMPase Inhibitors; Inositol monophosphatase 1 (Rattus norvegicus), P97697; CHO-M1 cells, IP1 accumulation, HTRF TR-FRET ratio; inhibition (IP1 accumulation), % at 46.1 µM; 120,000 tested, under 10 active; active = well fitted curve in the direction sought with a large enough effect in the signal ratio, not every such curve was filed as active; inconclusive = small, poorly fitted or top-dose-only effect, or a change in a side signal; inactive = no such curve, though single readings can be large or run the other way; the % refers to the signal ratio;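 also: cells stimulated with carbachol in lithium chloride buffer; plate controls were DMSO basal wells for no effect and reference inhibitor wells for full effect; higher means more IMPase inhibition seen as more IP1 and lower FRET ratio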
Target sequence (P97697 whole entry, looked up): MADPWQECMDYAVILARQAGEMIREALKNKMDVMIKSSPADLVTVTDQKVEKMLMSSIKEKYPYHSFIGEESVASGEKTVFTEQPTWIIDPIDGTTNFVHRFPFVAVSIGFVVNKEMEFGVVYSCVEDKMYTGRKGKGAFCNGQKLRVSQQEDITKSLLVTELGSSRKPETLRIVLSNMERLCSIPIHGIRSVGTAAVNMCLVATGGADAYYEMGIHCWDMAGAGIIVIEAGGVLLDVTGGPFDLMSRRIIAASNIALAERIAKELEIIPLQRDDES
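CHO-M1, 2000 cells/well, cultured 16–30 h; cpd up to 46 uM; carbachol (50 uM solution, stimulation buffer w/ 50 mM LiCl, pH 7.4), 30 min 37C; IP-One TR-FRET, 10 min RT; Ex 320/Em 665, 620; Hill-fit AC50.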
ALOX12 inhib = qHTS Assay for Inhibitors of 12-hLO (12-human lipoxygenase); AID 1452, 2008; Potency, µM (titrated, usually from 57.1 µM), for the others: top-dose activity change, negative = inhibition, actives largely listed as inhibitors; 0.12% of 150,000 active; Polyunsaturated fatty acid lipoxygenase ALOX12 (Homo sapiens), P18054; purified 12-hLO, xylenol orange hydroperoxide absorbance; also: potency is read from the fitted curve at half-maximal effect; nearly all actives have a fitted effect of over 55% in size; many of its hits are not listed in these tables
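150 nM 12hLO, 25 mM Hepes pH 7.0 + 0.01% Triton X-100; cpd preinc 15 min RT; 40 uM arachidonic acid, 30 min RT; Fe-XO 30 min; A573/A405 ratio as read-out.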
ALOX15B inhib = qHTS Assay for Inhibitors of 15-hLO-2 (15-human lipoxygenase 2); purified 15hLO-2, xylenol orange hydroperoxide absorbance; Polyunsaturated fatty acid lipoxygenase ALOX15B (Homo sapiens), O15296; Potency, µM (series often up to 57.1 µM), for the others: top-dose activity change, negative = inhibition, actives largely listed as inhibitors; 0.56% of 110,000 active; also: potency is read from the fitted curve at half-maximal effect; nearly all actives have a fitted effect of over 60% in size; many of its hits are not listed in these tables
Target sequence (O15296 whole entry, looked up): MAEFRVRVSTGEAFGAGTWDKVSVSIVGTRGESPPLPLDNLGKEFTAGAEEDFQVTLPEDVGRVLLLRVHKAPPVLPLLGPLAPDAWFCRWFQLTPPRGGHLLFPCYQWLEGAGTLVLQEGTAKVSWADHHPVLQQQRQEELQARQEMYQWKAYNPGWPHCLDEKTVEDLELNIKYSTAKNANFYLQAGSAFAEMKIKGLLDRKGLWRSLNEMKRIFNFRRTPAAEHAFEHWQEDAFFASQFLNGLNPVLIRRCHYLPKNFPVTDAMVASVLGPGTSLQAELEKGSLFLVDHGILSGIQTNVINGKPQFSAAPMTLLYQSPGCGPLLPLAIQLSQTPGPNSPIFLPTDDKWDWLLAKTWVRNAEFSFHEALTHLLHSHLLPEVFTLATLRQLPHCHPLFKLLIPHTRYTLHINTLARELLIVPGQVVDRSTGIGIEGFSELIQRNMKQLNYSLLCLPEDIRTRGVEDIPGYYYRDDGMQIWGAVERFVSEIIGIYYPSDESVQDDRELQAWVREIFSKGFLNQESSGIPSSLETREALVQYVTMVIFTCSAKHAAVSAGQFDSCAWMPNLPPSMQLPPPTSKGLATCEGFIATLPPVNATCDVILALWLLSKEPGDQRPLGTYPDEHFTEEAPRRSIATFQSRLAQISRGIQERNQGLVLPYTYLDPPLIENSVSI
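Purified human 15hLO-2 (50 nM) preincubated 15 min with compound, then 45 uM arachidonic acid for 90 min at RT in 25 mM Hepes pH 7.5, 0.01% Triton X-100. Hydroperoxide detected by Fe-xylenol orange; 573/405 nm absorbance ratio.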
PNC inhibitor = High Content Assay for Compounds that inhibit the Assembly of the Perinucleolar Compartment | 3.1% of 140,000 active | activity change (PNC), negative = inhibition, % at 10 µM | PC3M PTB-GFP, PNC prevalence imaging, 16 h; hits give low values;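 active = readout at or below -70, meaning at least 70% loss of cells showing the perinucleolar compartment, a nuclear body marking cancer cells; inconclusive = readout between -30 and a set limit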;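 also: plate controls were DMSO wells for no effect and camptothecin positive control wells for full effect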
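PC3M cells stably expressing PTB-GFP, 750–1000 cells/well, treated 16 h at 37 °C with compound (23 nl of library stock), in duplicate. After paraformaldehyde fixation and Hoechst stain, imaged at 20x; PNC prevalence scored by image analysis.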
An asterisk follows results filed as active; [ ] = dose if it differs, or a comment. Unless noted, calls follow the shape of the dose curve; as a rule, active = well fitted curve in the direction sought with a large enough effect; inconclusive = small, poorly fitted or top-dose-only effect, or another doubt; inactive = no such curve, though single readings can be large; an effect the other way counts as inactive or inconclusive. Unless noted, % is scaled to controls: 0 for no effect and ±100 for the full control effect.

Screening O=C(N1CCOCC1)C(F)(F)C(=O)N1CCOCC1 returned IMPase inh 0, ALOX12 inhib -5%, ALOX15B inhib -6% and PNC inhibitor 29.
Cc1cc(N2CCC(C(N)=O)CC2)nc(-c2ccccc2)n1 was read as IMPase inh -2, ALOX12 inhib 0%, ALOX15B inhib 0% and PNC inhibitor 29.
N#Cc1c(SCC(N)=O)nsc1SCc1ccccc1Cl was read as IMPase inh 0, ALOX12 inhib -3%, ALOX15B inhib -10% and PNC inhibitor -4.
`N=C(N)SCCc1ccncc1` gave ALOX12 inhib 0%[11.4 µM] and ALOX15B inhib 1%[11.4 µM].
Screening C=CCn1c(SCC(=O)N2CCOCC2)nc2sc3c(c2c1=O)CCCC3 returned IMPase inh 6, ALOX12 inhib -2%, ALOX15B inhib -5% and PNC inhibitor 23.
`COc1cccc2cc(C(=O)C3=C(O)C(=O)N(CCN(C)C)C3c3ccc(F)cc3)oc12` (stereo not given) gave IMPase inh inconclusive, ALOX12 inhib 8%, ALOX15B inhib 13% and PNC inhibitor 8.
Screening Cc1c(Cl)cccc1-n1c(SCC(=O)NCc2ccccc2Cl)nnc1-c1ccncc1 returned IMPase inh 7, ALOX12 inhib -11%, ALOX15B inhib 9% and PNC inhibitor 59.
O=c1[nH]c2ccc(S(=O)(=O)N3CCN(c4ccccc4)CC3)cc2[nH]c1=O was read as IMPase inh 11, ALOX12 inhib 4%, ALOX15B inhib 4% and PNC inhibitor -26.
`CC(=O)C1C(c2ccccc2Cl)NC(=O)NC1(O)C(F)(F)F` (stereo not given) gave IMPase inh 6, ALOX12 inhib 0%, ALOX15B inhib 9% and PNC inhibitor -25.
For Cc1ccc(C(=O)N/C(=C/c2ccccc2)C(=O)NC(Cc2ccccc2)C(=O)O)cc1 (stereo not given) the results were ALOX12 inhib -1% and PNC inhibitor -17.
For O=C(COC(=O)COc1ccccc1[N+](=O)[O-])Nc1ccc(S(=O)(=O)N2CCCCC2)cc1 the results were IMPase inh 3, ALOX12 inhib -3%, ALOX15B inhib -1% and PNC inhibitor 1.
For O=C1/C(=C/c2cccnc2)SC(=S)N1C1CCS(=O)(=O)C1 (stereo not given) the results were IMPase inh -3, ALOX12 inhib 0% and PNC inhibitor inconclusive.
For CCC(=O)Nc1ccc(-c2nnc(SCC(=O)NCC3CCCO3)n2C)cc1 (stereo not given) the results were IMPase inh -7, ALOX12 inhib -1% and PNC inhibitor inconclusive.
For CC(C)(CO)NC(=O)CCCOc1ccc(Cl)cc1Cl the results were IMPase inh -1, ALOX12 inhib -3%, ALOX15B inhib -2% and PNC inhibitor 23.
For CC[C@H]1C(O)C[C@H]2CCN3C(=O)CCC[C@H]1[C@H]23 (stereo not given in full) the results were ALOX12 inhib 4%[0.00818 µM] and ALOX15B inhib -5%[0.0915 µM].
`O=C(OCc1cn(-c2ccc(Cl)c(Cl)c2)nn1)c1ccccc1` gave IMPase inh -4, ALOX12 inhib -7%, ALOX15B inhib -5% and PNC inhibitor 5.
For O=C(CSc1nnc(-c2ccccc2)o1)c1ccc2c(c1)OCCO2 the results were IMPase inh 7, ALOX12 inhib -1%, ALOX15B inhib -9% and PNC inhibitor 3.
CN(C(=O)CSc1nnc(-c2ccco2)o1)C1CCCCC1 was read as IMPase inh 8, ALOX12 inhib 0%, ALOX15B inhib -1% and PNC inhibitor 1.
CC(=O)c1ccc(OCc2ccc(Oc3c(Cl)cccc3[N+](=O)[O-])cc2)cc1 was read as ALOX12 inhib 3% and PNC inhibitor 22.
For c1ccc2c(c1)Sc1ccccc1-n1cnnc1-2 the results were IMPase inh inconclusive, ALOX12 inhib -1% and PNC inhibitor 27.
For COc1ccccc1CNc1ncnc2ccc(-c3ccc(N(C)C)cc3)cc12 the results were ALOX12 inhib -20% and ALOX15B inhib 61%[activator].
Screening CCN1C(=O)/C(=C2\SC(=S)N(CC3CCCO3)C2=O)c2ccccc21 (stereo not given) returned IMPase inh -5, ALOX12 inhib -5%, ALOX15B inhib 3% and PNC inhibitor 14.
For CC1(C)SC2C(NC(=O)C(C(=O)O)c3ccccc3)C(=O)N2C1C(=O)O (stereo not given) the results were ALOX12 inhib -1% and ALOX15B inhib -2%.
COc1ccc(S(=O)(=O)N(C)CC(=O)Nc2ccccc2SC)cc1 was read as IMPase inh -2, ALOX12 inhib -9%, ALOX15B inhib -2% and PNC inhibitor inconclusive.
`O=C(c1ccco1)N1c2ccccc2Sc2ccccc21` gave IMPase inh 5, ALOX12 inhib -12% and PNC inhibitor 218.
For Cc1ccsc1/C=N/n1c(C2CCCCC2)n[nH]c1=S the results were IMPase inh 14, ALOX12 inhib -3% and PNC inhibitor 0.
CC(=O)[C@H]1[C@H](C#N)CC2C3CC=C4C[C@@H](O)CCC4(C)C3CCC21C (stereo not given in full) was read as ALOX12 inhib -1%[0.00818 µM] and ALOX15B inhib 2%[0.0915 µM].
CC[N+](C)(CC)CC(=O)Nc1c(C)cccc1C was read as IMPase inh 9, ALOX12 inhib -5% and ALOX15B inhib -4%.
For C/C(=N\Nc1ccc(S(=O)(=O)Nc2ccc(Cl)cc2)cc1[N+](=O)[O-])c1ccc(N2CCOCC2)cc1 the results were ALOX12 inhib -2% and PNC inhibitor -1.
Screening O=[N+]([O-])c1cccnc1NCCNc1ncc(C(F)(F)F)cc1Cl returned IMPase inh -9, ALOX12 inhib -11%, ALOX15B inhib 12% and PNC inhibitor 30.
For Cc1ccc(-c2[nH]n3c(=O)c4c(nc3c2C)CCCC4)cc1 the results were IMPase inh 0, ALOX12 inhib -3%, ALOX15B inhib -17% and PNC inhibitor -16.
For Cc1noc(C)c1S(=O)(=O)Nc1ccc(C(=O)NC2CCCCC2)cc1 the results were IMPase inh -4, ALOX12 inhib 1%, ALOX15B inhib 0% and PNC inhibitor 90.
CCOCc1nnc(NC(=O)c2ccc(OC)cc2)s1 was read as IMPase inh -6, ALOX12 inhib 7% and PNC inhibitor 29.
For C=C(C)C(=O)Nc1nnc(-c2cccs2)s1 the results were ALOX12 inhib 3% and PNC inhibitor -14.
For COc1ccc(CCN2C(=O)C3C4CC(C5C(C(N)=O)=NOC45)C3C2=O)cc1OC (stereo not given) the results were IMPase inh -4, ALOX12 inhib 6%, ALOX15B inhib 0% and PNC inhibitor 59.
For CCCOc1ccc(N2CC(C(=O)Nc3ccccc3C(=O)NCc3ccco3)CC2=O)cc1 (stereo not given) the results were IMPase inh -4, ALOX12 inhib -3%, ALOX15B inhib 2% and PNC inhibitor 34.
`Cc1cccc(NC(=S)NC2CCCCCC2)c1C` gave ALOX12 inhib inconclusive and PNC inhibitor -14.
Nc1cc(C(=O)OCC(=O)NCc2ccco2)ccc1Cl was read as IMPase inh -2, ALOX12 inhib -6%, ALOX15B inhib 4% and PNC inhibitor 49.
`COCc1cc(Sc2ccc(Br)cc2)nc(-c2ccccc2)n1` gave IMPase inh 3, ALOX12 inhib 0%, ALOX15B inhib 1% and PNC inhibitor -27.
Screening O=C(O)C1SCCN1S(=O)(=O)c1ccc2ccccc2c1 (stereo not given) returned IMPase inh -9, ALOX12 inhib 8% and PNC inhibitor -14.
Screening COc1ccc(Cl)cc1-c1ccc(C(=O)O)s1 returned ALOX12 inhib -4%[0.00818 µM] and ALOX15B inhib -13%[0.0915 µM].
For COc1ccc(Cn2nnnc2C(c2ccccc2Cl)N2CCN(C)CC2)cc1 (stereo not given) the results were IMPase inh -2, ALOX12 inhib 2%, ALOX15B inhib 13% and PNC inhibitor -20.
Screening COc1ccc(Cl)cc1S(=O)(=O)N1CCN(C(=O)c2ccco2)CC1 returned IMPase inh 0, ALOX12 inhib inconclusive, ALOX15B inhib 7% and PNC inhibitor 65.
For Cc1ccc(OCC(=O)NNC(=O)CCC(=O)NCc2ccccc2)cc1 the results were IMPase inh 2, ALOX12 inhib 6%, ALOX15B inhib -7% and PNC inhibitor 10.
Screening COc1c2ccoc2cc2oc(=O)ccc12 returned IMPase inh -4, ALOX12 inhib -5% and ALOX15B inhib 0%.
Cc1cccc2cc(COC(=O)c3ccco3)c(=O)[nH]c12 was read as IMPase inh 0, ALOX12 inhib 0%, ALOX15B inhib -1% and PNC inhibitor -19.
For O=C(Nc1cccc(F)c1)N1CCC2(CC1)CCN(C(=O)c1ccncc1)CC2 the results were ALOX12 inhib -2% and ALOX15B inhib 2%.
Screening Cc1[nH]c2ccccc2c1C(=O)COC(=O)Cn1c(C(F)(F)F)nc2ccccc21 returned ALOX12 inhib -6% and PNC inhibitor -105*.
`O=C(Nc1nc2ccccc2s1)c1ccc(N2CCCCC2)c([N+](=O)[O-])c1` gave ALOX12 inhib -3% and PNC inhibitor 80.
Screening c1cc(CSSCc2ccncc2)ccn1 returned ALOX12 inhib 0%[11.4 µM] and ALOX15B inhib -10%[11.4 µM].
For CCN(Cc1cc2ccc(C)cc2[nH]c1=O)C(=O)c1ccncc1 the results were IMPase inh -3, ALOX12 inhib -6%, ALOX15B inhib 1% and PNC inhibitor -20.
For CCOC(=O)C1CCCN(S(=O)(=O)c2ccc(Br)c(OC)c2)C1 (stereo not given) the results were IMPase inh 6, ALOX12 inhib -3%, ALOX15B inhib -5% and PNC inhibitor inconclusive.
`COC(=O)c1ccc2c(=O)n(CCCCCC(=O)O)c(=S)[nH]c2c1` gave ALOX12 inhib -3% and PNC inhibitor inconclusive.
For CS(=O)(=O)NCCCc1ccccc1 the results were IMPase inh 2, ALOX12 inhib 6% and PNC inhibitor inconclusive.
Cc1ccc(S(=O)(=O)NC(CN2CCOCC2)=NCCNS(=O)(=O)c2ccccc2)cc1 was read as IMPase inh -4, ALOX12 inhib 1%, ALOX15B inhib -4% and PNC inhibitor 17.
For Cc1ccc(-c2cc(=O)c3cc(F)ccc3[nH]2)cc1 the results were ALOX12 inhib 3% and PNC inhibitor inconclusive.
`COc1ccc(C(=O)/C=C/c2ccc(OC)c(Cn3nnc4ccccc43)c2)cc1` gave IMPase inh -1, ALOX12 inhib -2% and PNC inhibitor inconclusive.
For COc1cccc(C(CC(=O)NCC2CCCO2)NS(=O)(=O)c2ccc(C)cc2)c1OC (stereo not given) the results were IMPase inh 4, ALOX12 inhib 0%, ALOX15B inhib 8% and PNC inhibitor inconclusive.
`CC1CCCC(C)N1CCNC(=O)Cn1nc(-c2ccccc2)ccc1=O` (stereo not given) gave IMPase inh -3, ALOX12 inhib 1%, ALOX15B inhib 12% and PNC inhibitor inconclusive.
Screening Cn1c(=O)c2c(nc(Sc3ncccn3)n2Cc2ccccc2Cl)n(C)c1=O returned IMPase inh 1, ALOX12 inhib 9%, ALOX15B inhib 1% and PNC inhibitor inconclusive.
Screening O=C(Cc1cccs1)Nc1ccc2c(c1)C(=O)OC2 returned IMPase inh 2, ALOX12 inhib 2%, ALOX15B inhib 2% and PNC inhibitor -17.
Cc1ccc(-c2csc(NC(=O)CSc3nc4ccccc4[nH]3)n2)cc1 was read as IMPase inh 4, ALOX12 inhib -3% and PNC inhibitor -26.
For CCOC(=O)c1c(-c2ccccc2)c(C(C)=O)c(=O)n(C)c1C the results were IMPase inh 3, ALOX12 inhib 0%, ALOX15B inhib 5% and PNC inhibitor 19.
Screening CCn1nnnc1-c1ccc(OC)c(S(=O)(=O)N2CCCCC2)c1 returned IMPase inh 1, ALOX12 inhib -5%, ALOX15B inhib -3% and PNC inhibitor 7.
COc1ccc(NS(=O)(=O)c2ccc3c(c2)oc(=O)n3C)c(OC)c1 was read as IMPase inh 2, ALOX12 inhib -4%, ALOX15B inhib -4% and PNC inhibitor 25.

Two records drawn at random from the list so far:
For O=C(CSc1nnc(-c2ccccc2)o1)c1ccc2c(c1)OCCO2 the results were IMPase inh 7, ALOX12 inhib -1%, ALOX15B inhib -9% and PNC inhibitor 3.
For C=C(C)C(=O)Nc1nnc(-c2cccs2)s1 the results were ALOX12 inhib 3% and PNC inhibitor -14.

Screening results from PubChem BioAssay.

A portion of the library (hit frequency here may not be typical).
